TDP1 block: qHTS Assay for Inhibitors of Tyrosyl-DNA Phosphodiesterase (TDP1); AID 485290, 2010; Potency, µM (titrated, usually from 130 µM), without a hit: at the top dose activity change, negative = inhibition, actives largely listed as inhibitors; Tyrosyl-DNA phosphodiesterase 1 (Homo sapiens), Q9NUW8; 350,000 tested, 0.28% active; recombinant TDP1, AlphaScreen DNA substrate cleavage; active = well fitted inhibition curve with a large enough effect; also: nearly all actives have a fitted effect of over 40% in size
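Recombinant human Tdp1 (E. coli-expressed, 1 nM final) preincubated with compounds 15 min at room temperature, then 5'-biotin/3'-phosphotyrosine-FITC DNA substrate (15 nM final) added for 5 min. AlphaScreen beads (10 ug/ml final) added 10 min; cleavage lowers signal.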
An asterisk follows results filed as active; [ ] = another dose, or the depositor's remark. % is scaled to controls: 0 for no effect and ±100 for the full control effect; potency is read from the fitted curve at half-maximal effect. The list is partial, so the mix of outcomes need not match the whole.

CCC1OC(=O)C[C@H](O)C(C)[C@@H](O[C@@H]2OC(C)C(O)C(N(C)C)C2O)C(CCN2CC(C)CC(C)C2)CC(C)C(=O)/C=C/C(C)=C\[C@@H]1COC1OC(C)C(O)C(OC)C1OC (stereo partly specified)
  TDP1 block: 7.3%[56.1 µM]

COc1cc(N)c(Cl)cc1C(=O)N[C@@H]1CCN(CCCOc2ccc(F)cc2)C[C@@H]1OC
  TDP1 block: 0.0%

C[C@@H]1CC[C@]2(C(=O)O)CC[C@]3(C)C(=CCC4[C@@]5(C)C[C@@H](O)[C@H](O)[C@@](C)(CO)C5CC[C@]43C)C2[C@H]1C (stereo partly specified)
  TDP1 block: 6.1%

COc1ccc(-c2oc3c(CC=C(C)C)c(O[C@@H]4O[C@H](CO)[C@@H](O)[C@H](O)[C@H]4O)cc(O)c3c(=O)c2O[C@@H]2O[C@@H](C)[C@H](O)[C@@H](O)[C@H]2O)cc1
  TDP1 block: -2.9%

Cc1ccsc1/C=C\C1=NCCCN1C
  TDP1 block: 14.4%[21 µM]

CC(C)(CO)[C@H](O)C(=O)NCCCO
  TDP1 block: 9.2%[21 µM]

COc1cc2c(c(OC)c1OC)-c1c(cc(OC)c(OC)c1OC)CC(C)C(C)C2 (stereo unspecified)
  TDP1 block: 5.6%

C[C@@]12CC[C@H]3[C@@H](CCC4=CC(=O)CC[C@]43C)[C@H]1CC[C@H]2C(=O)CO
  TDP1 block: 12.6%[56.1 µM]

C[C@@H]1CC2[C@@H]3C[C@H](F)C4=CC(=O)C(Cl)=C[C@]4(C)[C@@]3(F)[C@H](O)C[C@]2(C)[C@@]1(O)C(=O)CO (stereo partly specified)
  TDP1 block: 5.7%

N#C/C(=C1/SCC(c2ccccc2Cl)S1)n1ccnc1 (stereo unspecified)
  TDP1 block: 6.4%

O=C(c1ccc(F)cc1)C1CCN(CCn2c(=O)[nH]c3ccccc3c2=O)CC1
  TDP1 block: 7.1%

CCCCNCC
  TDP1 block: 14.9%

3 compounds already listed, arranged by the number in TDP1 block, ascending.
Compound | TDP1 block
COc1cc2c(c(OC)c1OC)-c1c(cc(OC)c(OC)c1OC)CC(C)C(C)C2 (stereo unspecified) | 5.6%
N#C/C(=C1/SCC(c2ccccc2Cl)S1)n1ccnc1 (stereo unspecified) | 6.4%
CCCCNCC | 14.9%

By substructure: those above containing nitrogen in an aromatic ring.
N#C/C(=C1/SCC(c2ccccc2Cl)S1)n1ccnc1 (stereo unspecified)
  TDP1 block: 6.4%

O=C(c1ccc(F)cc1)C1CCN(CCn2c(=O)[nH]c3ccccc3c2=O)CC1
  TDP1 block: 7.1%

Compound activity from PubChem BioAssay.
